SRC1 inh: inhibits human SRC1 coactivator; inhibition, % at 3.6 µM; hit rate 0.12% among 360,000; HEK293 GAL4-SRC1 luciferase reporter, luminescence;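 active = inhibition above the campaign mean plus 3 SD, with each screening campaign given its own cutoff, cut at about 60% in these data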;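 note: 0% = DMSO treated cells and 100% = gossypol at 36 µM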
LMP1 NFkB inh: Epstein-Barr LMP1 NF-kappaB reporter inhibition | LMP1-induced NF-kappaB luciferase reporter cells, luminescence | AID 504558 | inhibition, % at 12.5 µM | hit rate 0.69% among 350,000; in the data active = inhibition above about 41%;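 note: 0% = neutral control wells and 100% = reference inhibitor control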
NR5A2 inv ag: NR5A2 inverse agonism in reporter assay; O00482; HEK293T StAR-luciferase reporter, LRH-1 transfected, 24 h; inhibition, % at 3.6 µM; hit rate 0.13% among 360,000; AID 602396;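 active = inhibition above the mean inhibition of all tested compounds plus 3 SD, cut at about 73% in these data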;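 note: 0% = DMSO wells and 100% = reporter-only cells lacking LRH-1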
MC4R antag cAMP: human MC4R antagonism in cAMP assay | P32245 | MC4R-expressing cells, MTII-stimulated cAMP, LANCE TR-FRET | inhibition, % at 6.5 µM | hit rate 0.48% among 360,000;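 active = inhibition above its plate's cutoff, the mean of tested wells on that plate plus 3 SD, cut at about 29% in these data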;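 note: 0% = Melanotan II alone and 100% = Melanotan II plus saturating MCL0020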
Target sequence (P32245 whole entry, looked up): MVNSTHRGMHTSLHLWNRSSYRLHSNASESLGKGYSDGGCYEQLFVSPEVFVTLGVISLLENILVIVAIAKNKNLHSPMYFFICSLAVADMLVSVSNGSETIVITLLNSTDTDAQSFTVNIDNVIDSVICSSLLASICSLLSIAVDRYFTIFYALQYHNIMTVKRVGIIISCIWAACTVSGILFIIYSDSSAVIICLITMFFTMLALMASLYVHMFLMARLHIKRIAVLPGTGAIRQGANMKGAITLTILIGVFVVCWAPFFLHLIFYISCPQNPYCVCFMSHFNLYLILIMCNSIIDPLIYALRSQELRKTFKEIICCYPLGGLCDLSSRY
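Test system: U2OS cells stably expressing human melanocortin 4 receptor (MC4R); also added: Melanotan II challenge; compound: 6.5 µM single dose; timing: 30-min compound preincubation, 1-h Melanotan II challenge, 1-h detection, room temperature; signal: Eu-cAMP/anti-cAMP TR-FRET, emission 671 nm; repeats: one well per compound, no replicates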
NCOA3 inh: inhibits human SRC3 coactivator | Q9Y6Q9 | hit rate 0.17% among 360,000 | inhibition, % at 3.6 µM | AID 588352 | HEK293 GAL4-SRC3 luciferase reporter, luminescence;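 active = inhibition above a per-campaign cutoff, the mean of all compounds plus 3 SD, cut at about 60% in these data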;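 note: 0% = DMSO-treated cells and 100% = gossypol-treated cells at 36 µM; higher means less SRC3-driven luciferase light from the GAL4 reporter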
SRC2 inh: inhibits human steroid receptor coactivator 2 | hit rate 0.17% among 370,000 | AID 651957 | Q15596 | inhibition, % at 9 µM | HEK293 GAL4-SRC2 luciferase reporter, luminescence;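 active = inhibition above the mean inhibition of all tested compounds plus 3 SD, set per campaign, cut at about 52% in these data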;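 note: 0% = DMSO treated cells and 100% = cells given Gossypol at 36 µM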
NOD2-RIPK2 inh: blocks binding of human NOD2 to RIPK2 | CHO BLA complementation NOD2-RIPK2, CCF4 ratio | inhibition, % at 4.98 µM | hit rate 0.38% among 360,000 | AID 624267; in the data active = inhibition above about 21%;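 note: 0% = vehicle only and 100% = reference blocker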
Target sequence (O43353 whole entry, looked up): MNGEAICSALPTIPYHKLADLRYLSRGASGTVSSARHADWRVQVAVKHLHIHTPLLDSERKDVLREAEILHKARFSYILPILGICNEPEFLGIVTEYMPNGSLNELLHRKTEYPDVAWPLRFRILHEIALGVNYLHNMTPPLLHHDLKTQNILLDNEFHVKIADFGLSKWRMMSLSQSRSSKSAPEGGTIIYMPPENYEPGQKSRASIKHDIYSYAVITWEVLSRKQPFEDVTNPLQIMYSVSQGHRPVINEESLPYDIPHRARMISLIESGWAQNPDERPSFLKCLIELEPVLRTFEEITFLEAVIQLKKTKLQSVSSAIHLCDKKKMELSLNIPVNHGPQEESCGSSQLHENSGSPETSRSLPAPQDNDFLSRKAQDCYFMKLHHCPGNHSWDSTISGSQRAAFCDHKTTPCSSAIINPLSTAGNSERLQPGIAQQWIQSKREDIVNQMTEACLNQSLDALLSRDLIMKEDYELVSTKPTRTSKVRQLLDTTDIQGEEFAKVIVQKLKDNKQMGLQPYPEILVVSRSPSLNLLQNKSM
ABHD5 PLIN5 PPI: inhibitors of human ABHD5-perilipin-5 interaction. Q00G26+Q8WTS1. Split G. princeps luciferase complementation, luminescence, 4 h. inhibition, % at 4 µM. hit rate 0.78% among 360,000;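 active = inhibition above the mean inhibition across every tested compound plus 3 SD, cut at about 22% in these data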;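 note: 0% = DMSO only wells and the 100% control is not disclosed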
MC4R barr agon: activates human MC4R beta-arrestin recruitment | activation, % at 8.9 µM | AID 540308 | U2OS MC4R beta-arrestin complementation, luminescence; percent of melanotan II response, DMSO zero | hit rate 0.98% among 360,000;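 active = activation above a per-plate cutoff, the mean activation of sample wells on that plate plus 3 SD, cut at about 8% in these data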
COUP-TFII inh: inhibitors of human COUP-TFII (NR2F2); HEK293T NGFI-A luciferase reporter, luminescence; inhibition, % at 8.6 µM; AID 686940; hit rate 0.7% among 370,000;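 active = inhibition above a per-plate cutoff, mean inhibition of test wells between control levels plus 3 SD, cut at about 38% in these data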;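 note: cells cotransfected with COUP-TFII expression vector driving the NGFI-A reporter; 0% = median of COUP-TF2 test wells and 100% = reporter-only cells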
TLR9-MyD88 inh: blocks human TLR9 binding to MyD88. CHO BLA complementation TLR9-MyD88, CCF4 FRET ratio. inhibition, % at 4.98 µM. hit rate 0.21% among 340,000. AID 504734;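 active = inhibition above the mean over all tested compounds plus 3 SD, cut at about 21% in these data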;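 note: 0% = DMSO only wells and 100% = clavulanate BLA inhibitor control wells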
Numbers without * were called inactive; . = no result given. These rows are one share of the data, so the mix of outcomes need not match the whole.

The opening eleven entries (preview)
Below each compound: SRC1 inh	LMP1 NFkB inh	NR5A2 inv ag	MC4R antag cAMP	NCOA3 inh	SRC2 inh	NOD2-RIPK2 inh	ABHD5 PLIN5 PPI	MC4R barr agon	COUP-TFII inh	TLR9-MyD88 inh
(1) CC(=O)Nc1ccc(-c2ccnc3c2CC(C(=O)Nc2cccc(C(F)(F)F)c2)O3)cc1 (stereo not given)
 : -5	.	-6	-4	-3	-7	4	2	0.0	25	.
(2) CC1Cc2ccccc2N1CC(=O)NC(=O)NC(C)(C)C (stereo not given)
 : -22	0	-21	10	-16	8	-8	-5	-0.9	-3	8
(3) COc1cccc(NC(=O)CSCc2cc(=O)n3ccsc3n2)c1
 : -4	0	7	-1	8	.	-10	11	-1.2	.	-5
(4) COc1ccc(C2/C(=C(/O)c3ccc(Br)cc3)C(=O)C(=O)N2C)cc1OC (stereo not given)
 : 12	5	-4	-5	-5	1	-6	1	0.5	3	-6
(5) Cc1ccc2nc(N/N=C\c3ccc([N+](=O)[O-])o3)nc(-c3ccccc3)c2c1
 : 6	13	-25	18	15	4	-2	-1	1.2	-4	2
(6) CC(C)CNC(=O)C1CCN(S(=O)(=O)c2ccc(-n3cnnn3)cc2)CC1
 : 9	3	10	-8	3	-14	2	-5	-0.5	-2	-5
(7) COc1ccccc1CNC(=O)C1CCCN1S(=O)(=O)c1cccc2cccnc12 (stereo not given)
 : 6	2	15	-6	-3	-11	-1	8	-0.9	-20	-1
(8) Cc1cc(C)c(S(=O)(=O)N2CCN(C(=O)CN3C(=O)NC4(CCCC4)C3=O)CC2)c(C)c1
 : 16	2	8	3	-7	-8	-5	7	0.1	15	-2
(9) O=C(NCCCNC(=O)c1cc(Cl)ccc1Cl)c1ccccn1
 : -5	-4	-7	-1	5	-13	-4	-6	-0.6	26	-13
(10) CCOc1cc(C(=O)Nc2cc(C)on2)cc(OCC)c1OCC
 : -4	-20	7	-3	9	9	-2	-7	1.3	9	-3
(11) NC(=O)c1cc([N+](=O)[O-])ccc1NCc1cnccn1
 : -2	-1	3	-2	-8	14	-1	4	0.3	-11	-14

This part in full, previewed entries included:
Below each compound: SRC1 inh	LMP1 NFkB inh	NR5A2 inv ag	MC4R antag cAMP	NCOA3 inh	SRC2 inh	NOD2-RIPK2 inh	ABHD5 PLIN5 PPI	MC4R barr agon	COUP-TFII inh	TLR9-MyD88 inh
(1) CC(=O)Nc1ccc(-c2ccnc3c2CC(C(=O)Nc2cccc(C(F)(F)F)c2)O3)cc1 (stereo not given)
 : -5	.	-6	-4	-3	-7	4	2	0.0	25	.
(2) CC1Cc2ccccc2N1CC(=O)NC(=O)NC(C)(C)C (stereo not given)
 : -22	0	-21	10	-16	8	-8	-5	-0.9	-3	8
(3) COc1cccc(NC(=O)CSCc2cc(=O)n3ccsc3n2)c1
 : -4	0	7	-1	8	.	-10	11	-1.2	.	-5
(4) COc1ccc(C2/C(=C(/O)c3ccc(Br)cc3)C(=O)C(=O)N2C)cc1OC (stereo not given)
 : 12	5	-4	-5	-5	1	-6	1	0.5	3	-6
(5) Cc1ccc2nc(N/N=C\c3ccc([N+](=O)[O-])o3)nc(-c3ccccc3)c2c1
 : 6	13	-25	18	15	4	-2	-1	1.2	-4	2
(6) CC(C)CNC(=O)C1CCN(S(=O)(=O)c2ccc(-n3cnnn3)cc2)CC1
 : 9	3	10	-8	3	-14	2	-5	-0.5	-2	-5
(7) COc1ccccc1CNC(=O)C1CCCN1S(=O)(=O)c1cccc2cccnc12 (stereo not given)
 : 6	2	15	-6	-3	-11	-1	8	-0.9	-20	-1
(8) Cc1cc(C)c(S(=O)(=O)N2CCN(C(=O)CN3C(=O)NC4(CCCC4)C3=O)CC2)c(C)c1
 : 16	2	8	3	-7	-8	-5	7	0.1	15	-2
(9) O=C(NCCCNC(=O)c1cc(Cl)ccc1Cl)c1ccccn1
 : -5	-4	-7	-1	5	-13	-4	-6	-0.6	26	-13
(10) CCOc1cc(C(=O)Nc2cc(C)on2)cc(OCC)c1OCC
 : -4	-20	7	-3	9	9	-2	-7	1.3	9	-3
(11) NC(=O)c1cc([N+](=O)[O-])ccc1NCc1cnccn1
 : -2	-1	3	-2	-8	14	-1	4	0.3	-11	-14
(12) CCN(CC)C(=O)[C@H]1CC(CC(=O)NCCCn2ccnc2)C(=O)N2CCc3c([nH]c4ccccc34)[C@]12C (stereo not given in full)
 : -13	-8	7	4	5	-2	-8	2	-0.9	8	12
(13) COc1ccccc1CN=c1c([N+](=O)[O-])nn(-c2ccc3c(c2)OCCO3)n1O
 : -70	-32	-68	12	-55	-65	-12	3	-3.0	-36	-21
(14) COc1ccc(NCc2cc3ccccc3[nH]c2=O)cc1
 : -37	-13	6	-4	-26	-22	-2	-2	-1.0	2	4
(15) CC(=O)c1cccc(S(=O)(=O)N2CCn3cccc3C2C)c1 (stereo not given)
 : -3	-3	-12	4	3	6	-1	0	-1.1	-3	-12
(16) O=C(O)c1ccc2oc(=O)c(S(=O)(=O)c3ccc(F)cc3)cc2c1
 : -12	3	-8	7	6	-4	10	-1	-1.3	6	-12
(17) CSc1nncc(/C(C)=N\Nc2ccccc2)n1
 : -15	-10	-14	-11	-20	-24	-11	-1	4.6	3	-7
(18) COc1ccc(C(=O)N(C)C(C)c2ccon2)cc1OC1CCN(C(C)C)CC1 (stereo not given)
 : 2	0	4	0	15	9	-11	-5	0.8	-14	-9
(19) Cc1cccc2cc(COC(=O)C3CCCCC3)c(=O)[nH]c12
 : 0	-3	-13	4	10	0	-10	-3	-0.3	3	-1
(20) Cc1cccc(CSc2nnc(N)n2-c2ccccc2)c1
 : 1	3	13	-1	2	8	-1	3	-0.3	9	-1
(21) C/C(=N\Nc1ccccn1)c1ccc2c(c1)OCO2
 : -38	-31	-87	1	-34	-12	0	-9	-2.5	-29	-6
(22) COc1ccc(N2CCN(S(=O)(=O)Cc3ccccc3)CC2)cc1
 : -5	-8	-5	-5	9	-23	-6	4	0.7	-4	-3
(23) COC(=O)c1c(C)[nH]c(C(=O)COC(=O)c2c(C)noc2C)c1C
 : -5	0	-26	4	-7	-13	-8	2	0.9	3	-4
(24) COc1ccccc1NC(=O)C(=O)NCC1CCCN1S(=O)(=O)c1cccs1 (stereo not given)
 : -26	-5	-23	18	-18	5	4	2	-1.9	8	-2
(25) Cc1cc(=O)n(Cc2ccc(OC(C)C)cc2)c(=S)[nH]1
 : -2	15	5	-3	18	3	-4	4	2.1	-12	-6
(26) O=c1[nH]c(/C=C\c2cccc(F)c2)nc(O)c1[N+](=O)[O-]
 : -25	-2	-8	-1	-25	17	4	36*	0.3	-5	7
(27) COc1ccc(-c2nc(-c3cccnc3)no2)cc1OC
 : -25	-7	-59	6	-18	-36	2	7	-0.3	4	-4
(28) CCn1c(SCC(=O)NNC(=O)Cc2ccccc2)nnc1-c1ccccc1
 : -5	10	-6	13	11	0	0	4	-1.4	10	-2
(29) Cc1cc(NC(=S)N(CCCN2CCN(C)CC2)Cc2ccco2)ccc1Cl
 : 20	36	-2	13	19	-7	2	2	1.2	-11	-4
(30) Cc1cccc(OCC(=O)NCC(c2cccs2)N2CCOCC2)c1 (stereo not given)
 : -3	-1	7	5	-12	-10	-6	-5	-5.2	3	-4
(31) COc1ccc(N2CCN(Cc3cc(=O)oc4ccc(Cl)cc34)CC2)cc1
 : 0	-1	-17	15	-27	-11	9	3	-0.7	-5	1
(32) Cc1ccc2[nH]c(C(=O)N3CCC(C(N)=O)CC3)cc2c1
 : -30	-1	-8	5	-24	-8	-3	1	-1.2	-11	-2
(33) O=C(NCCN1C(=O)S/C(=C\c2cccnc2)C1=O)c1cc(S(=O)(=O)N2CCOCC2)ccc1F
 : -5	-1	9	-1	11	-5	-12	8	0.1	1	-4
(34) Cn1cccc1C(=O)NC1CCCCC1
 : -27	0	-16	1	-2	-40	3	-4	-1.5	-7	2
(35) CSc1cccc(NC(=O)/C=C/c2cccc(Cl)c2)c1
 : -94	-22	-135	2	-49	-36	6	-6	-0.6	-38	4
(36) Cc1ccc(-n2c(N)c(C(=O)N3CCN(C)CC3)sc2=S)cc1
 : 2	0	16	-4	9	12	7	-14	-2.1	8	-5
(37) O=C(O)C1CCC(CNCc2ccccc2Cl)CC1 (stereo not given)
 : -9	8	-1	6	2	-1	-11	8	3.0	-11	-14
(38) O=C(Cc1ccccc1)Nc1c[nH]c(=O)[nH]c1=O
 : -13	8	19	2	16	-23	-3	1	-1.7	7	5
(39) C=CCN(CC=C)CCOc1ccc2ccccc2c1
 : -5	3	6	-4	7	-24	-11	6	1.0	12	-2
(40) O=C(C1=C[C@H](c2csc3ccccc23)C[C@H](OCc2ccc(CO)cc2)O1)N1CCN(Cc2ccccc2)CC1
 : -13	3	-23	12	-8	3	11	13	-1.5	9	4
(41) CN(CC(=O)Nc1ccccc1Cl)C(=O)COC(=O)c1ccc(Cl)nc1
 : 13	-8	1	2	9	-19	-2	-2	-1.5	-2	1
(42) O=C(Nc1c(C(=O)N2CCC(N3CCCCC3)CC2)oc2ccccc12)c1ccc(F)cc1
 : -27	-15	-46	3	-31	-21	3	3	-0.5	-21	2
(43) Cn1cnnc1SCC(=O)Nc1ccccc1Oc1ccccc1
 : 4	0	11	4	19	1	-11	2	1.3	8	0
(44) O=C(O)c1ccccc1C(=O)Nc1nccs1
 : 1	-11	-8	-3	18	-3	-1	5	-1.4	-10	1
(45) O=[N+]([O-])c1cc(S(=O)(=O)Nc2ccccc2)ccc1-n1nnc2ccccc21
 : -1	6	-15	7	1	-25	-8	-6	-0.7	-2	-11
(46) CCOC(=O)c1nn(-c2ccccc2C)c2nc(Nc3ccccc3)cc(=O)n12
 : 12	2	8	-13	13	-19	-3	-5	0.6	-10	6
(47) CC1CCCCN1C(=O)CSc1nc2cc3c(cc2c(=O)n1Cc1ccc2c(c1)OCO2)OCO3 (stereo not given)
 : 7	6	18	-2	1	-1	-1	-2	1.1	2	-6
(48) O=C(Nc1cc(S(=O)(=O)N2CCOCC2)ccc1Cl)c1ccc(=O)[nH]c1
 : -9	0	-1	1	6	-15	4	-4	-2.5	-19	1

Assay outcomes as filed in PubChem.
